# High-throughput results from PubChem.
# aGlu spleen mod – inhibits or activates alpha-glucosidase in human spleen homogenate; human spleen homogenate, 4-MU-alpha-glucoside fluorescence; AID 2112; hit rate 0.006% among 240,000; Potency, µM (doses to about 79.9 µM), without a hit: top-dose activity change, negative = inhibition, most hits filed as inhibitors;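 also: 0% = enzyme with vehicle and -100% = no enzyme basal signal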
#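 Human spleen homogenate (1 ug) with 4-methylumbelliferyl-alpha-D-glucopyranoside (1 mM final) in 50 mM citrate/phosphate pH 5.0, 0.01% Tween-20; 40 min at 37 C. Stopped at pH 10; 4-MU fluorescence Ex 365/Em 440 nm; AC50 by Hill fit.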
# HttQ103 aggreg – inhibitors of mutant huntingtin aggregate formation in PC12 cells | Potency, µM (doses to about 46.1 µM), for inactives: at the highest dose activity change, negative = inhibition, hits mostly inhibitors | AID 1688 | hit rate 1.1% among 220,000 | PC12 HttQ103-GFP aggregates, Acumen cytometry, 40 h; also: % is scaled to controls: 0 for no effect and ±100 for the full control effect; nearly all actives have a fitted effect of over 60% in size
#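 PC12 cells with ecdysone-inducible HTT exon1 Q103-GFP, induced by 100 nM tebufenozide, given compounds in a concentration series. GFP aggregates (1–25 um, 6 SD above background) counted in lysates by laser-scanning cytometry, 488 nm excitation.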
# IMPase Li inh – cell-permeable IMPase inhibitors with lithium potentiation | CHO-M1 cells, IP1 TR-FRET (IP-One), carbachol + lithium | Potency, µM (doses to about 59.4 µM), without a hit: at the highest dose activity, negative = IMPase inhibition, usual class: inhibitors | hit rate 0.35% among 210,000 | AID 1457;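 also: IP1 builds up when IMPase is blocked and the TR-FRET signal falls; plate controls were basal vehicle for no effect and high inhibitor control for full effect; nearly all actives have a fitted effect of over 50% in size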
#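 CHO cells stably expressing M1 receptor (2000/well) were cultured 16–30 h, then exposed to compounds with a small lithium addition for 30 min at 37C. IP1 was measured by TR-FRET competition; AC50 from Hill fits.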
# HTT ATP protect – cytoprotection in Huntington HTT-Q103 PC12 cell model. PC12 HTT-Q103 induced, cytoprotection, ATP luminescence, 40 h. AID 1471. Potency, µM (doses to about 56.4 µM), for the others: cytoprotection (ATP increase), usual class: activators. hit rate 0.14% among 230,000;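 also: % of control where 0% means no effect; nearly all actives have a fitted effect of over 45% in size; toxic huntingtin expression switched on by the ecdysone agonist tebufenozide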
#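 Compounds added alongside 100 nM tebufenozide, which induces toxic Q103 huntingtin exon 1-GFP in stable PC12 cells; surviving cells quantified by luminescent ATP measurement. Medium: phenol red-free DMEM, 5% equine and 5% calf serum.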
# GoLoco inh red – RGS12 GoLoco-Gai1 interaction inhibition; AID 880; hit rate 0.44% among 230,000; Gai1:RGS12 GoLoco peptide FP, rhodamine, 10 min; Potency, µM (doses to about 61.6 µM), for the others: at the highest dose activity, negative = inhibition, usual class: inhibitors; P63096; active = well fitted inhibition curve with a large enough effect, not every such curve was filed as active; inactive = no such curve, though single readings can be large or run the other way; also: % is scaled to controls: 0 for no effect and ±100 for the full control effect; nearly all actives have a fitted effect of over 30% in size; many of its hits are not listed in these tables
# Target sequence (P63096 whole entry, looked up): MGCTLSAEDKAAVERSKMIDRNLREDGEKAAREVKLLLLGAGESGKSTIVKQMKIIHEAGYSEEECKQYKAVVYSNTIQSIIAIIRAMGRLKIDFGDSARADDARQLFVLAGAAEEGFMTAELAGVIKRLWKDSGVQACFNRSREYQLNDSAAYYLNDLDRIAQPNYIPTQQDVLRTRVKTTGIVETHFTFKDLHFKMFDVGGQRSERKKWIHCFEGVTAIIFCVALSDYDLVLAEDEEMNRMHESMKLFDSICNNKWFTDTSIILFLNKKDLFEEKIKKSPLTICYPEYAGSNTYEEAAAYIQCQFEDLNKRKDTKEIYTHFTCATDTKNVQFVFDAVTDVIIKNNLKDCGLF
# GAA glycogen mod – GAA glycogen-cleavage inhibition or activation | P10253 | recombinant GAA, glycogen substrate, Amplex Red glucose oxidase fluorescence | Potency, µM (doses to about 76.4 µM), inactives show top-dose activity change, negative = inhibition, hits mostly inhibitors | hit rate 0.38% among 300,000;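 also: 0% = full enzyme reaction and -100% = no-enzyme basal signal; the screen sought inhibitors and activators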
#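 Recombinant human enzyme (4 nM); glycogen substrate; 37 C, 40 min, pH 5.0. Readout: coupled glucose oxidase/Amplex Red fluorescence.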
# GAA inh – blocks human lysosomal alpha-glucosidase; P10253; purified human GAA, 4-MU-alpha-glucoside fluorescence; Potency, µM (top dose mostly 76.9 µM), for inactives: top-dose activity change, negative = inhibition, usual class: inhibitors; hit rate 0.005% among 200,000;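 also: plate controls were uninhibited enzyme wells for no effect and no-enzyme background for full effect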
#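 Read-out is 4-methylumbelliferone fluorescence (Ex 365/Em 440 nm) after NaOH/glycine stop at pH 10. Enzyme 4 nM, substrate 400 uM, pH 5.0 citrate buffer, 20 min room temperature; AC50 from Hill-equation concentration-response.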
# An asterisk follows results filed as active; ? = inconclusive; nt = not tested or not shown; [ ] = remark or other dose. Unless noted, calls follow the shape of the dose curve; as a rule, active = well fitted curve in the direction sought with a large enough effect; inconclusive = small, poorly fitted or top-dose-only effect, or another doubt; inactive = no such curve, though single readings can be large; an effect the other way counts as inactive or inconclusive. Potency is read from the fitted curve at half-maximal effect. A portion of the library; count on the stated rates, not on these rows.
No.	Compound	aGlu spleen mod	HttQ103 aggreg	IMPase Li inh	HTT ATP protect
1	Cc1nc(-c2ccc3c(c2)OCCO3)cs1	nt	-11%	1%	-78%[inhibitor]
2	Cc1scc(C(=O)NNC(=S)NCc2ccccc2)c1C	1%	7%	-1%	nt
3	CC(O)CNCc1cccc2ccccc12 (configuration not stated)	4%	-4%	-5%	9%[10 µM]
4	O=C(NCc1ccccn1)c1ccc(NC(=O)c2ccco2)cc1	5%	13%	23%[38.3 µM]	4%[0.074 µM]
5	Cc1ccccc1C(=O)Nc1ccccc1C(=O)NCC(C)C	-5%	10%	5%	-17%[10 µM]
6	Cc1cccc[n+]1C1C(c2ccc([N+](=O)[O-])cc2)C(C#N)=C(C(=C=[N-])C#N)NC1(O)C1CC1 (configuration not stated)	-5%	?	0%	-94%[inhibitor][10 µM]
7	CCOC(=O)C(NC(=O)c1ccccc1)=C(C)C	-1%	-18%	-8%[38.3 µM]	1%
8	CCCn1c(-c2ccc(F)cc2)nc2c(NC3CC4CCC(C3)N4C)nc(C)nc21 (configuration not stated)	5%	nt	17%	-39%[inhibitor]

No.	GoLoco inh red	GAA glycogen mod	GAA inh
1	-10%	-5%	-5%
2	13%	3%	-6%
3	-1%	5%	3%
4	-6%	7%	-3%
5	10%	2%	9%
6	-8%	-10%	3%
7	4%	-6%	-9%
8	3%	nt	nt

# Three entries from above, ordered by formula weight, high to low.
No.	Compound	aGlu spleen mod	HttQ103 aggreg	IMPase Li inh	HTT ATP protect
8	CCCn1c(-c2ccc(F)cc2)nc2c(NC3CC4CCC(C3)N4C)nc(C)nc21 (configuration not stated)	5%	nt	17%	-39%[inhibitor]
5	Cc1ccccc1C(=O)Nc1ccccc1C(=O)NCC(C)C	-5%	10%	5%	-17%[10 µM]
7	CCOC(=O)C(NC(=O)c1ccccc1)=C(C)C	-1%	-18%	-8%[38.3 µM]	1%

No.	GoLoco inh red	GAA glycogen mod	GAA inh
8	3%	nt	nt
5	10%	2%	9%
7	4%	-6%	-9%

# Additional entries:
No.	Compound	aGlu spleen mod	HttQ103 aggreg	IMPase Li inh	HTT ATP protect
9	Cc1ccc(SCc2nc3ccccc3[nH]2)cc1	5%	-25%	7%[38.3 µM]	-47%[inhibitor]
10	COc1ccccc1CNC(=O)COc1ccc2c(c1)CCC2	0%	-22%	15%	-37%[inhibitor]
11	C/C(=N\NC(=O)c1ccccc1F)c1ccc2c(c1)Nc1ccccc1S2	-2%	17%	13%	-16%[10 µM]
12	CC(C)c1cc(/C=C(\C#N)C(=O)NCCCc2ccccc2)cc(C(C)C)c1O	-9%	nt	-12%	-47%[inhibitor]
13	Cc1ccc(OCC(=O)N/N=C/c2cn(C)c3ccccc23)cc1	5%	-10%[9.22 µM]	nt	-1%[10 µM]
14	Cn1c(CNC(=O)c2ccccc2F)nnc1SCc1ccc(Cl)cc1	-3%	8%	1%	?
15	CC(NC(=O)OCc1ccccc1)C(=O)NCC1CCCO1 (configuration not stated)	-1%	7%	-2%[38.3 µM]	-3%[10 µM]
16	O=C1c2cccc3cccc(c23)C(=O)N1CCN1CCN(CC(O)COCc2ccc(Cl)cc2)CC1 (configuration not stated)	-12%	-12%	10%	10%[10 µM]

No.	GoLoco inh red	GAA glycogen mod	GAA inh
9	19%	-1%	-6%
10	10%	-12%	-5%
11	13%	25µM*	0%
12	5%	nt	nt
13	11%	11%	nt
14	9%	19%	8%
15	-3%	11%	-9%
16	5%	-5%	?

# Other compounds follow.
No.	Compound	aGlu spleen mod	HttQ103 aggreg	IMPase Li inh	HTT ATP protect
17	CN1C(=O)c2ccccc2C(C(=O)O)C1c1cccc(Cl)c1 (configuration not stated)	-5%	-13%	-10%	nt
18	O=C(N/N=C/c1ccc2c(c1)OCO2)c1cc(-c2ccc(F)cc2)nc2ccccc12	-5%	7%	-11%	-33%[10 µM]
19	O=C(NCc1ccccc1)C1=C[C@@H](c2ccc(Br)cc2)C[C@@H](OCCCCO)O1	0%	16%[9.22 µM]	4%	6%[10 µM]
20	C=CC(=O)NCc1ccc(-c2csnn2)cc1	6%	-16%[9.22 µM]	nt	-17%[10 µM]
21	S=C1NCN(Cc2ccco2)CN1Cc1ccco1	-2%	8%[9.22 µM]	nt	15%[10 µM]
22	NC(N)=NCCCc1cn(CC(=O)N2CCNCC2)nn1	-2%	8%[9.22 µM]	0%	22%[10 µM]
23	N/C(=N\OC(=O)Oc1ccccc1)c1ccc(Br)cc1	1%	-19%	18%[38.3 µM]	-12%
24	CCOC(=O)C(=O)NNc1ccc(Cl)cc1	10%	-4%	-4%	-26%

No.	GoLoco inh red	GAA glycogen mod	GAA inh
17	4%	13%	4%
18	14%	-1%	-4%
19	21%	0%	nt
20	-1%	-6%	0%
21	14%	5%	-10%
22	37%[activator]	3%	nt
23	-5%	10%	-3%
24	3%	?	-2%

# Following part:
No.	Compound	aGlu spleen mod	HttQ103 aggreg	IMPase Li inh	HTT ATP protect
25	Cc1occc1-c1nnc(SCC(=O)N2CC(=O)Nc3ccccc32)n1CC(C)C	-2%	-11%	26%[38.3 µM]	3%
26	COc1cc(SC)ccc1C(=O)Nc1c(C)cccc1C	-2%	5%[9.22 µM]	11%	12%[10 µM]
27	COc1ccc(S(=O)(=O)N2CCCC2C(=O)NCc2cccs2)cc1 (configuration not stated)	0%	-2%	10%[38.3 µM]	12%[10 µM]
28	O=[N+]([O-])c1cccc(-c2n[nH]c(=S)n2Cc2ccccc2)c1	-5%	19%	-2%	15%[10 µM]
29	COc1ccc(C2c3sc(=O)[nH]c3SCC2C(N)=O)cc1 (configuration not stated)	8%	21%[9.22 µM]	nt	-3%[10 µM]
30	CCCNC(=O)C1CCN(S(=O)(=O)c2cccc3nonc23)CC1	5%	14%	-2%	-16%
31	O=C(OCCN(C1=NS(=O)(=O)c2ccccc21)c1ccccc1Cl)c1ccc(Cl)cc1	1%	?	37%[activator][38.3 µM]	29%
32	COc1cc([N+](=O)[O-])ccc1NC(=O)Cn1ccsc1=N	2%	2%[9.22 µM]	3%	14%[10 µM]

No.	GoLoco inh red	GAA glycogen mod	GAA inh
25	-4%	-15%	-8%
26	-11%	-4%	-18%
27	-6%	5%	?
28	13%	?	6%
29	9%	?	nt
30	5%	2%	2%
31	-10%	-4%	?
32	-8%	-11%	nt

# In a second layout: entries from further up
# Under each structure: aGlu spleen mod	HttQ103 aggreg	IMPase Li inh	HTT ATP protect	GoLoco inh red	GAA glycogen mod	GAA inh
[26] COc1cc(SC)ccc1C(=O)Nc1c(C)cccc1C
  -2%	5%[9.22 µM]	11%	12%[10 µM]	-11%	-4%	-18%
[27] COc1ccc(S(=O)(=O)N2CCCC2C(=O)NCc2cccs2)cc1 (configuration not stated)
  0%	-2%	10%[38.3 µM]	12%[10 µM]	-6%	5%	?

# (list continues)
No.	Compound	aGlu spleen mod	HttQ103 aggreg	IMPase Li inh	HTT ATP protect
33	CCOC(=O)c1c(C)[nH]c(C(=O)COC(=O)CCC2CCCC2)c1C	-2%	9%	12%[38.3 µM]	4%
34	CC(C)c1[nH]nc2c1C(c1cccs1)C(C#N)=C(N)O2 (configuration not stated)	-16%	-24%	7%	-1%[10 µM]
35	CNC(=O)N1c2ccccc2NC(=O)CC1C (configuration not stated)	-1%	-1%	3%	-48%
36	Cc1ccc(NC(=O)C(c2ccc(Cl)cc2Cl)N2CCCC2)cc1 (configuration not stated)	-1%	12%	0%	-8%[1.9 µM]
37	Cc1cc(C)n2nc(C(=O)Nc3ccc(N4CCOCC4)cc3)nc2n1	-2%	18%	-8%[38.3 µM]	-12%
38	O=[N+]([O-])c1ccc(NCCNS(=O)(=O)c2ccccc2)cc1	1%	11%[9.22 µM]	0%	12%[10 µM]
39	COc1ccc(Cl)cc1C(=O)n1nc(C)cc1C	-8%	0%	-6%[38.3 µM]	-4%
40	COc1ccc(C(c2c(C)n(C)n(-c3ccccc3)c2=O)c2c(C)n(C)n(-c3ccccc3)c2=O)cc1O	0%	4%	-3%	nt

No.	GoLoco inh red	GAA glycogen mod	GAA inh
33	-3%	2%	2%
34	5%	1%	-2%
35	5%	-1%	-2%
36	-20%	5%	-20%
37	-13%	4%	0%
38	1%	-2%	6%
39	12%	5%	-3%
40	6%	?	-6%

# Remaining list, next part.
No.	Compound	aGlu spleen mod	HttQ103 aggreg	IMPase Li inh	HTT ATP protect
41	OCCCNCc1ccccn1	nt	nt	7%	-9%[10 µM]
42	COC(=O)c1ccc(/C=N/N2CCN(Cc3ccc(C)cc3C)CC2)cc1	9%	4%	5%	21%[10 µM]
43	O=c1c2ccccc2ncn1-c1ccc(Cl)cc1Cl	-4%	-3%[9.22 µM]	nt	21%[10 µM]
44	CCCCC(=O)NC(=S)NNC(=O)CC#N	-17%	-4%	20%[38.3 µM]	-9%
45	O=C(c1ccc(F)cc1)c1c[nH]c(C(=O)NCc2ccco2)c1	-1%	?	-4%	-2%[10 µM]
46	CCCOC(=O)c1ccc(Cl)c(NC(=O)c2ccc(-c3ccccc3)cc2)c1	2%	34%	-9%[38.3 µM]	-1%
47	Cc1ccc(-n2c(N)c(C(=O)Nc3c(C)n(C)n(-c4ccccc4)c3=O)c3nc4ccccc4nc32)cc1	4%	-21%	24%	-9%[10 µM]
48	CCCNC(=O)C/C(C)=N/NC(=O)COc1ccc(C)cc1Br	-3%	5%	-9%	0%[10 µM]

No.	GoLoco inh red	GAA glycogen mod	GAA inh
41	3%[14.2 µM]	nt	nt
42	0%	-15%	-7%
43	4%	0%	nt
44	-4%	?	-4%
45	0%	3%	5%
46	-6%	5%	-1%
47	10%	13%	-7%
48	-28%	9%	-2%

# Additional compounds follow.
No.	Compound	aGlu spleen mod	HttQ103 aggreg	IMPase Li inh	HTT ATP protect
49	O=C(O)c1ccccc1NCN1C(=O)C2CC=C(Cl)CC2C1=O (configuration not stated)	1%	28%	-1%[38.3 µM]	-7%
50	COc1ccc(N2CCN(Cc3nc4c(c(=O)n(C)c(=O)n4C)n3C(C)C(C)=O)CC2)cc1 (configuration not stated)	-5%	20%	-8%[38.3 µM]	3%
51	COc1ccc(S(=O)(=O)N2CCCOC2CNC(=O)C(=O)NCCCn2ccnc2)cc1OC (configuration not stated)	7%	-5%[9.22 µM]	6%	12%[10 µM]
52	CC1(C)CC(=O)C=C(NNC(=O)c2ccccc2)C1	0%	10%	2%	1%[10 µM]
53	N#Cc1cnn(-c2cccc(Cl)c2)c1N	nt	-3%	1%	-34%
54	O=C(N/N=C/c1cccc(F)c1)c1cc(-c2ccco2)nc2ccccc12	-4%	?	-5%[38.3 µM]	-68%[inhibitor]

No.	GoLoco inh red	GAA glycogen mod	GAA inh
49	9%	4%	-1%
50	-24%	5%	-5%
51	6%	10%	-1%
52	2%	-29%	0%
53	9%	9%	0%
54	18%	-5%	?
